Source: PubChem BioAssay (Broad Institute)
mut p53 react = mutant p53 pathway reactivation. SW480 PUMA-promoter luciferase. activation, % at 9.98 µM. actives 1.5% (n = 28,000); in the data active means activation above about 52%; inconclusive means no clear call, values can overlap the other calls
STK33 kin inh = blocks human STK33 kinase activity; Q9BYT3; ADP-Glo luminescence, MBP substrate; inhibition, % at 12.5 µM; actives 0.44% (n = 27,000); AID 2322; in the data active means inhibition above about 20%; inconclusive means no clear call, values can overlap the other calls
Target sequence (Q9BYT3 whole entry, looked up): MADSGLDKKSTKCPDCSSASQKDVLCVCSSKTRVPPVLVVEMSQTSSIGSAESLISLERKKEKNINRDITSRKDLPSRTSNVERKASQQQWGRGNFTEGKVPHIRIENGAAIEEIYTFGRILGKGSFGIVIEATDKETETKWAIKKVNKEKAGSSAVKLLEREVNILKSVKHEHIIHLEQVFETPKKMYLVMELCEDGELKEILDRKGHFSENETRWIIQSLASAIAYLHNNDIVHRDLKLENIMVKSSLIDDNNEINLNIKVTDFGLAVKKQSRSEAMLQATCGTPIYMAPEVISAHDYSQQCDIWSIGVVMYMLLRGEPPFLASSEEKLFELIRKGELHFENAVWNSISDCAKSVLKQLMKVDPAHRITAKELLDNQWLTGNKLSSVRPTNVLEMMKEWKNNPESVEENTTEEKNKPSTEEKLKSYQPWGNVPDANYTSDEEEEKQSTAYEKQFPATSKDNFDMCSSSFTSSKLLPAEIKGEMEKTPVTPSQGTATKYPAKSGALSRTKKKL
Starred values were filed as active, the others as inactive; ? = inconclusive; · = no result given. This is a subset; the hit share may differ from the screen's.

nr	SMILES	mut p53 react	STK33 kin inh
1	COc1ccc(CN(C)C[C@@H]2Oc3ccc(NC(=O)NC4CCCCC4)cc3C(=O)N([C@@H](C)CO)C[C@H]2C)cc1	-0.8	·
2	Cc1noc(C)c1NC(=O)Nc1ccc2c(c1)CC(=O)N([C@H](C)CO)C[C@@H](C)[C@H](CN(C)Cc1ccccc1)O2	·	-2.8
3	CN(C)CCCC[C@@H]1NC(=O)[C@H]2C[C@@H](C(=O)NCCCCCN)[C@@H](c3cccc(OCCO)c3)N2C1=O	·	-2.8
4	CN(C)C(=O)[C@]1(Cc2ccccc2N=[N+]=[N-])N=C(c2ccc(OCCCO)cc2)O[C@@H]1c1ccccc1	·	-3.1
5	C[C@H]1CN([C@@H](C)CO)C(=O)Cc2cc(NC(=O)Nc3cccc4ccccc34)ccc2O[C@H]1CN(C)C(=O)NC1CCCCC1	0.9	1.5
6	C/C=C/c1ccc2c(c1)O[C@H](CN(C)Cc1ccccn1)[C@H](C)CN([C@H](C)CO)S2(=O)=O	-1.0	·
7	C[C@@H]1CN([C@H](C)CO)C(=O)Cc2cc(NC(=O)Nc3cccc4ccccc34)ccc2O[C@@H]1CN(C)C(=O)NC1CCCCC1	4.3	-4.6
8	C[C@H]1CN([C@@H](C)CO)C(=O)Cc2cc(NC(=O)Cc3cn(C)c4ccccc34)ccc2O[C@H]1CN(C)S(=O)(=O)c1cn(C)cn1	-10.3	3.1
9	CCOc1ccccc1NC(=O)CSc1c(C)n[nH]c1C	-4.1	1.1
10	COc1ccc2c(c1)[C@@]1(C)CCC(=O)C[C@H]1CC2	·	-0.5
11	COc1ccc(C#Cc2ccc3c(c2)[C@]2(C(=O)N3)[C@H](C(N)=O)[C@H]3C(=O)O[C@H](c4ccccc4)[C@H](c4ccccc4)N3[C@@H]2c2ccc(OCCO)cc2)cc1	·	12.3
12	COc1ccc(S(=O)(=O)N(C)C[C@@H]2Oc3ccc(N(C)C)cc3CC(=O)N([C@H](C)CO)C[C@H]2C)cc1	·	-0.2
13	C[C@@H]1CCCCO[C@H](CN(C)C(=O)C2CCCCC2)[C@@H](C)CN([C@H](C)CO)C(=O)c2cc(NC(=O)Cc3ccccc3)ccc2O1	·	-4.7
14	Cc1noc(C)c1NC(=O)N(C)C[C@H]1Oc2ccc(NC(=O)C3CC3)cc2C(=O)N([C@@H](C)CO)C[C@@H]1C	10.8	·
15	COc1ccc(-c2cc(=O)[nH]c(SCc3nc4ccccc4c(=O)[nH]3)n2)cc1	7.8	-1.1
16	COc1ccc(S(=O)(=O)Nc2ccc3c(c2)C(=O)N([C@@H](C)CO)C[C@H](C)[C@@H](CN(C)C(=O)c2ccccc2)OCCCC[C@@H](C)O3)cc1	2.2	·
17	COc1ccc(Cl)cc1NC(=O)Cn1cnc2c1c(=O)n(C)c(=O)n2C	-4.1	1.4
18	C[C@H](CO)N1C[C@H](C)[C@@H](CN(C)C(=O)c2ccc(N3CCN(C)CC3)cc2)OCc2cn(nn2)CCCC1=O	0.8	-2.9
19	C[C@@H]1CN([C@@H](C)CO)C(=O)Cc2cc(NC(=O)C3CCCCC3)ccc2O[C@@H]1CN(C)C(=O)Nc1ccc2c(c1)OCO2	·	-3.7
20	CNC[C@H]1Oc2ccc(NC(=O)Nc3c(C)noc3C)cc2C(=O)N([C@@H](C)CO)C[C@@H]1C	·	-0.2
21	C[C@@H]1CCCCO[C@H](CN(C)CC2CCCCC2)[C@@H](C)CN([C@H](C)CO)C(=O)c2cc(NS(=O)(=O)c3ccc(Cl)cc3)ccc2O1	·	-1.4
22	C[C@H]1CN([C@@H](C)CO)C(=O)c2cc(NC(=O)Cc3cn(C)c4ccccc34)ccc2O[C@@H]1CN(C)C(=O)Nc1cccc2ccccc12	·	1.4
23	COc1ccc([N+](=O)[O-])cc1NC(=O)c1ccccc1N(C)S(=O)(=O)c1ccc(C)cc1	15.7	-1.0
24	Cc1noc(C)c1S(=O)(=O)Nc1ccc2c(c1)C(=O)N([C@@H](C)CO)C[C@H](C)[C@H](CN(C)C)O2	-0.8	-0.1
25	CC(C)NC(=O)N(C)C[C@H]1OCc2cn(nn2)CCCC(=O)N([C@@H](C)CO)C[C@H]1C	5.0	2.0
26	C[C@H]1CN([C@@H](C)CO)C(=O)c2cc(NC(=O)Nc3cccc4ccccc34)ccc2O[C@@H]1CN(C)CC1CCCCC1	·	-0.5
27	CC(C)NC(=O)N(C)C[C@H]1OCCCC[C@H](C)Oc2ccc(NS(=O)(=O)c3ccccc3)cc2C(=O)N([C@H](C)CO)C[C@H]1C	6.4	·
28	Cc1noc(C)c1NC(=O)N(C)C[C@@H]1Oc2ccc(NC(=O)Nc3cccc4ccccc34)cc2C(=O)N([C@@H](C)CO)C[C@@H]1C	-9.0	·
29	C[C@@H]1CCCCO[C@@H](CN(C)S(=O)(=O)c2ccccc2)[C@H](C)CN([C@@H](C)CO)C(=O)c2cc(NC(=O)Nc3ccccc3)ccc2O1	-29.2	·
30	COc1cc(C2NCCS2)cc(OC)c1OC (configuration not stated)	·	2.1
31	CCOC(=O)NC(=O)CSc1nc2ccccc2s1	-10.0	1.8
32	COc1cc(O)c2c(c1)OC(c1ccc(O)cc1)CC2=O (configuration not stated)	5.2	-2.4
33	CC(C)NC(=O)N(C)C[C@H]1Oc2cc(C#C[C@@H](C)O)ccc2S(=O)(=O)N([C@H](C)CO)C[C@@H]1C	12.1	·
34	C[C@H]1CN([C@@H](C)CO)C(=O)c2cc(NC(=O)CCCN(C)C)ccc2O[C@H]1CN(C)Cc1ccc(C(=O)O)cc1	4.2	·
35	C[C@H]1CN([C@@H](C)CO)C(=O)c2cc(NC(=O)CCCN(C)C)ccc2O[C@@H]1CN(C)C(=O)Nc1ccccc1	6.8	·
36	Cc1cc2nc(SCc3ccccc3C#N)[nH]c2cc1C	67.7*	-0.3
37	Cc1ccc(NC(=O)c2cccc(S(=O)(=O)Nc3cccc(C(=O)O)c3)c2)cc1	5.0	-0.8
38	Cc1ccc(NC(=O)CSc2nnc(-c3ccc(Cl)c(Cl)c3)n2C)cc1C	4.0	0.3
39	CCn1c(SCC(=O)Nc2ccc(C)c(F)c2)nnc1-c1cccc(Cl)c1	8.6	3.2
40	C[C@@H]1CN([C@H](C)CO)C(=O)c2cc(NC(=O)Nc3ccccc3)ccc2O[C@@H](C)CCCCO[C@@H]1CN(C)C	7.7	·
41	CC(C)n1c2ccccc2c2nnc(SCC(=O)N3c4ccccc4Sc4ccccc43)nc21	-13.6	3.3
42	CCn1c(NCc2cccc(OC)c2OC)nc2ccccc21	29.6	-0.6
43	C[C@@H]1CCCCO[C@@H](CN(C)C(=O)c2ccccc2)[C@H](C)CN([C@H](C)CO)C(=O)c2cc(NC(=O)Nc3ccc4c(c3)OCO4)ccc2O1	-31.1	·
44	COc1cc(C)c(Cl)cc1S(=O)(=O)NCc1ccco1	14.4	0.2
45	Cc1ccc(-c2nnn(CC(=O)Nc3ccc4c(c3)OCCO4)n2)cc1	-5.1	-1.4
46	Cc1cc2ccccc2n2c(SCC(=O)Nc3cccc(C(F)(F)F)c3)nnc12	48.7	0.3
47	CC1(C)C(=O)C=C[C@@]2(C)C1C=C[C@]1(C)C2CC[C@@]2(C)[C@H](c3ccoc3)OC(=O)C3OC321 (some centres not stated)	·	8.2
48	Cc1cc(Br)c2c(c1)C(O)(CC(=O)c1ccco1)C(=O)N2C (configuration not stated)	-11.0	1.8
49	C[C@@H]1CCCCO[C@@H](CN(C)Cc2ccc3c(c2)OCO3)[C@@H](C)CN([C@H](C)CO)C(=O)c2cc(NS(=O)(=O)c3ccc(F)cc3)ccc2O1	·	-0.5
50	COc1ccc(-c2nnc(SCC(N)=O)n2-c2cccc(C(F)(F)F)c2)cc1OC	-5.4	-2.7
51	Cc1ccc(S(=O)(=O)N(C)C[C@H]2OCCCC[C@H](C)Oc3ccc(NC(=O)NC(C)C)cc3C(=O)N([C@H](C)CO)C[C@H]2C)cc1	-7.0	·
52	C[C@H](CO)N1C[C@H](C)[C@@H](CN(C)Cc2ccc(Cl)c(Cl)c2)Oc2c(cccc2N(C)C)C1=O	-10.2	·
53	CCOC(=O)c1c(NC(=O)CN2C(=O)c3ccccc3C2=O)sc(C)c1C	-9.1	?
54	Nc1nc(SCC(=O)NC2CCCCC2)n[nH]1	7.9	-3.0
55	OCc1ccc(-c2nn(Cc3ccccc3)c3ccccc23)o1	-3.1	0.8
56	CCOC(=O)c1c(NC(=O)CSc2ncccn2)sc2c1CCCC2	-29.3	-0.7

Later entries.
nr	SMILES	mut p53 react	STK33 kin inh
57	Cc1ccc(C2=CC(c3ccccc3)SC(N)=N2)cc1 (configuration not stated)	-1.7	·
58	COc1ccc(OC)c(C(=O)CSc2nnc(-c3ccco3)n2C)c1	1.2	-1.4
59	C[C@H](CO)N1C[C@H](C)[C@@H](CN(C)C)Oc2ccc(NC(=O)CCN3CCOCC3)cc2CC1=O	1.7	·
60	CN(CC(=O)Nc1cccc2c1CCCC2)S(=O)(=O)c1ccc(Cl)cc1	-6.2	-0.1
61	Cn1c(SCCSc2nnc(-c3ccccc3)n2C)nnc1-c1ccccc1	4.7	-2.4
62	Cc1cccc(C)c1Nc1c(-c2ccsc2)nc2sccn12	-1.6	·
63	O=S(=O)(c1ccccc1)c1nc(-c2cccs2)oc1NCC1CCCO1 (configuration not stated)	4.9	-0.2
64	COc1cccc(NC(=O)N(C)C[C@H]2Oc3cc(C#CC4(O)CCCC4)ccc3S(=O)(=O)N([C@H](C)CO)C[C@H]2C)c1	18.3	·
65	C[C@@H]1CN([C@H](C)CO)C(=O)c2cccc(NC(=O)Nc3ccc4c(c3)OCO4)c2O[C@H]1CN(C)S(=O)(=O)c1ccccc1	-2.2	·
66	C[C@@H]1CN([C@@H](C)CO)C(=O)CCCn2nncc2CO[C@H]1CN(C)C	6.6	1.1
67	O=C(O)C1=C[C@H](c2ccc3c(c2)OCO3)C[C@H](OCCCCO)O1	·	1.5
68	Nc1nnc(SCC(=O)N2CCc3ccccc32)n1-c1ccccc1	-1.3	2.4
69	C[C@H]1CN([C@@H](C)CO)C(=O)CCCn2cc(nn2)CO[C@H]1CN(C)C(=O)c1ccc2ccn(C)c2c1	-8.3	2.1
70	C[C@H]1CN([C@@H](C)CO)C(=O)Cc2cc(NC(=O)Nc3ccccc3)ccc2O[C@@H]1CN(C)C(=O)NC1CCCCC1	·	-3.6
71	C[C@H](CO)N1C[C@H](C)[C@H](CN(C)C(=O)NC2CCCCC2)Oc2ncc(-c3cccc(F)c3)cc2C1=O	·	-2.6
72	COc1ccc(CN(C)C[C@H]2Oc3ccc(NC(=O)CCC(F)(F)F)cc3C(=O)N([C@H](C)CO)C[C@@H]2C)cc1	10.8	·
73	C[C@H]1CN([C@@H](C)CO)C(=O)c2cc(NS(=O)(=O)c3ccc(Cl)cc3)ccc2O[C@@H]1CN(C)Cc1ccc(Oc2ccccc2)cc1	·	2.1
74	CNC[C@@H]1Oc2ccc(N(C)C)cc2C(=O)N([C@@H](C)CO)C[C@H]1C	-3.3	·
75	CC(C)NC(=O)N(C)C[C@@H]1OCCCC[C@@H](C)Oc2ccc(NC(=O)NC3CCCCC3)cc2C(=O)N([C@H](C)CO)C[C@@H]1C	·	-0.1
76	C[C@H](O)C#Cc1ccc2c(c1)O[C@@H](CN(C)Cc1ccccc1)[C@@H](C)CN([C@H](C)CO)S2(=O)=O	4.1	·
77	COc1cccc(-n2nnnc2SCC(=O)Nc2c(C)cc(C)cc2C)c1	-3.4	-0.3
78	CC(=O)Nc1ccc(OCC(O)Cn2nc(C)c(C(C)=O)c2C)cc1 (configuration not stated)	-7.7	-1.4
79	CNC[C@H]1Oc2ccc(NC(=O)CCN3CCOCC3)cc2CC(=O)N([C@H](C)CO)C[C@H]1C	9.7	-0.8
80	C[C@@H]1CN([C@@H](C)CO)C(=O)c2cccc(NC(=O)Nc3ccc(C(F)(F)F)cc3)c2O[C@@H]1CN(C)S(=O)(=O)c1cccs1	-4.3	·
81	C[C@@H]1CN([C@@H](C)CO)C(=O)c2cccc(NC(=O)c3cnccn3)c2O[C@H]1CN(C)C(=O)NC1CCCCC1	9.1	·
82	COc1ccc(S(=O)(=O)N(C)C[C@H]2Oc3ccc(NC(=O)Cc4cn(C)c5ccccc45)cc3C(=O)N([C@H](C)CO)C[C@@H]2C)cc1	-3.5	·
83	CCC(=O)Nc1cccc(NC(=O)COc2cc(C)cc(C)c2)c1	39.4	1.3
84	C[C@H](CO)N1C[C@H](C)[C@@H](CN(C)C)Oc2ccc(NS(=O)(=O)c3cccs3)cc2C1=O	4.2	·
85	COc1ccc(C)cc1S(=O)(=O)N1CCC(C(=O)Nc2cc(Cl)ccc2Cl)CC1	5.5	-8.0
86	Cc1nn(C)c(C)c1NC(=O)CSc1nnc(C)n1-c1ccccc1	4.7	-1.5
87	C[C@@H]1CN([C@H](C)CO)C(=O)Cc2cc(NC(=O)c3ccncc3)ccc2O[C@@H]1CN(C)C(=O)Nc1ccc(C(F)(F)F)cc1	·	-0.4

By substructure: those above with fluorine (eight)
nr	SMILES	mut p53 react	STK33 kin inh
39	CCn1c(SCC(=O)Nc2ccc(C)c(F)c2)nnc1-c1cccc(Cl)c1	8.6	3.2
46	Cc1cc2ccccc2n2c(SCC(=O)Nc3cccc(C(F)(F)F)c3)nnc12	48.7	0.3
49	C[C@@H]1CCCCO[C@@H](CN(C)Cc2ccc3c(c2)OCO3)[C@@H](C)CN([C@H](C)CO)C(=O)c2cc(NS(=O)(=O)c3ccc(F)cc3)ccc2O1	·	-0.5
50	COc1ccc(-c2nnc(SCC(N)=O)n2-c2cccc(C(F)(F)F)c2)cc1OC	-5.4	-2.7
71	C[C@H](CO)N1C[C@H](C)[C@H](CN(C)C(=O)NC2CCCCC2)Oc2ncc(-c3cccc(F)c3)cc2C1=O	·	-2.6
72	COc1ccc(CN(C)C[C@H]2Oc3ccc(NC(=O)CCC(F)(F)F)cc3C(=O)N([C@H](C)CO)C[C@@H]2C)cc1	10.8	·
80	C[C@@H]1CN([C@@H](C)CO)C(=O)c2cccc(NC(=O)Nc3ccc(C(F)(F)F)cc3)c2O[C@@H]1CN(C)S(=O)(=O)c1cccs1	-4.3	·
87	C[C@@H]1CN([C@H](C)CO)C(=O)Cc2cc(NC(=O)c3ccncc3)ccc2O[C@@H]1CN(C)C(=O)Nc1ccc(C(F)(F)F)cc1	·	-0.4
